Screens from PubChem.
GSTO1 inh: counter-screen for RBBP9 inhibitors: inhibitors of human GSTO1. AID 1974. 300,000 compounds, 1.1% hits. inhibition, % at 5.96 µM. recombinant GSTO1, activity-based probe fluorescence polarization. P78417;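 active = inhibition above the campaign mean inhibition plus 3 SD, cut at about 35% in these data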;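 also: 0% = GSTO1-1 with DMSO and 100% = wells lacking GSTO1-1 enzyme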
PREPL inh: inhibits the human prolyl oligopeptidase-like enzyme; 320,000 compounds, 0.68% hits; Q4J6C6; recombinant PREPL, fluorescence polarization activity-based probe; AID 2751; inhibition, % at 5.96 µM; in the data active = inhibition above about 43%;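 also: 0% = enzyme with DMSO and 100% = wells lacking enzyme; many of its hits are not listed in these tables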
LYPLA2 counter: counter-screen for PME1 inhibitors: inhibitors of human LYPLA2 | recombinant LYPLA2, FP-Rh probe fluorescence polarization | 320,000 compounds, 0.38% hits | inhibition, % at 5.9 µM | O95372;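 active = inhibition above the screen-wide mean plus 3 SD, limit set per campaign, cut at about 26% in these data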;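 also: 0% = LYPLA2 with DMSO and 100% = wells lacking LYPLA2 enzyme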
ZTA DNA inh: ZTA (EBV) inhibition in EBNA-1 counter-screen; ZTA-DNA binding, fluorescence polarization; 320,000 compounds, 0.15% hits; AID 2234; inhibition, % at 11 µM; in the data active = inhibition above about 33%
PAFAH2 FP inh: PAFAH2 (human) inhibition | Q99487 | inhibition, % at 3.39 µM | recombinant PAFAH2, FP-rhodamine activity probe, fluorescence polarization | 340,000 compounds, 0.99% hits;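 active = inhibition above the mean over all tested compounds plus 3 SD, cut at about 30% in these data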;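 also: inhibitors block probe labeling of enzyme so polarization drops; 0% = enzyme with DMSO and 100% = wells lacking PAFAH2 protein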
PAFAH1B3 FP inh: PAFAH1B3 (human) inhibition; Q15102; recombinant PAFAH1B3, FP-rhodamine probe, fluorescence polarization; inhibition, % at 3.39 µM; 340,000 compounds, 0.28% hits;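 active = inhibition above the screen-wide average of all tested compounds plus 3 SD, cut at about 25% in these data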;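 also: 0% = enzyme with DMSO only and 100% = wells lacking PAFAH1B3 protein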
Target sequence (Q15102 whole entry, looked up): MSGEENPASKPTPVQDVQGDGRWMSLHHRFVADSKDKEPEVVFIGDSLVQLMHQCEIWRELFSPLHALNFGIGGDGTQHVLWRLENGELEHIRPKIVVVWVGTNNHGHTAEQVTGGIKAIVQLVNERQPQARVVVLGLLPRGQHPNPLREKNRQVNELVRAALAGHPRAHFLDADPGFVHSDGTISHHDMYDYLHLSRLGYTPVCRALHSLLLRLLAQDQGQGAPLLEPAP
PAD4 FP inh: inhibitors of human PAD4 | Q9UM07 | recombinant PAD4, RCA probe fluorescence polarization | inhibition, % at 6.36 µM | 330,000 compounds, 0.41% hits | AID 485272;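 active = percent inhibition above a cutoff equal to the mean of all tested compounds plus 3 SD, cut at about 15% in these data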;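 also: 0% = PAD4 with RCA probe and DMSO and 100% = probe without PAD4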
Target sequence (Q9UM07 whole entry, looked up): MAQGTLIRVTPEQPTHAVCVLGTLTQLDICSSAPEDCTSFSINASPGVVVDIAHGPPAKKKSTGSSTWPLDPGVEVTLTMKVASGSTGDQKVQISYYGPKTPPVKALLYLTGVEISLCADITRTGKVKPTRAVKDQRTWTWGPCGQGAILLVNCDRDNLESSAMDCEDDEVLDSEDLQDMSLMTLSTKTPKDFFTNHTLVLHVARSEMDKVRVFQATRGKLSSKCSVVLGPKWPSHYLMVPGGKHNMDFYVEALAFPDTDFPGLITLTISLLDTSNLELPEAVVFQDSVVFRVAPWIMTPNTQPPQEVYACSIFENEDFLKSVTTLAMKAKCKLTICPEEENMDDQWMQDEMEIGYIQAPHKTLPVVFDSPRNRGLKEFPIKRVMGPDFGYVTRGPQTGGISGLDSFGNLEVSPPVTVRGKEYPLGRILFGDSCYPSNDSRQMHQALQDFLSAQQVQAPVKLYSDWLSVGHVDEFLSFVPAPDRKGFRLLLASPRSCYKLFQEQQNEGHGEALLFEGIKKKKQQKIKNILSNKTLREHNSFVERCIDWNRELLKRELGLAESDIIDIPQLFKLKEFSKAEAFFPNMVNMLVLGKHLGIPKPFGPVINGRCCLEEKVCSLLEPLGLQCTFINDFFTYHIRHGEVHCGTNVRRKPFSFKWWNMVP
EBNA-1 inhibitor: blocks EBNA-1 binding to DNA. 300,000 compounds, 0.34% hits. inhibition, % at 14.8 µM. EBNA-1 DNA binding, fluorescence polarization; in the data active = inhibition above about 28%
LYPLA1 counter: LYPLA1 (human) inhibition in PME1 counter-screen | O75608 | inhibition, % at 5.9 µM | recombinant LYPLA1, FP-Rh probe fluorescence polarization | 320,000 compounds, 0.16% hits;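 active = inhibition above the mean of all tested compounds plus 3 SD, set per campaign, cut at about 14% in these data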;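 also: inhibitors block serine hydrolase probe labeling of LYPLA1 so polarization falls; 0% = enzyme with DMSO and 100% = wells lacking LYPLA1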
* marks the source's active call; other numbers are inactive results; x = no result given. Some of the compounds tested; rates above refer to the full screens.

SMILES	GSTO1 inh	PREPL inh	LYPLA2 counter	ZTA DNA inh	PAFAH2 FP inh	PAFAH1B3 FP inh	PAD4 FP inh	EBNA-1 inhibitor	LYPLA1 counter
CCOC(=O)N1CCN(CCC(=O)Nc2ccc(C)c(Br)c2)CC1	-6	18	3	-5	-2	13	0	-14	2
CCOC(=O)CNC(=O)CSc1nc(-c2cccc(C)c2)ns1	16	-4	-2	-5	-4	10	-7	-9	-1
C(=C\c1ccncc1)/c1ccncc1	-9	18	4	-3	1	2	-2	-6	3
Cc1cccn2c(=O)c3cc(C(=O)NCC4CCCO4)c(=N)n(Cc4cccnc4)c3nc12 (configuration not stated)	-1	9	4	7	4	7	-2	-8	-2
Cc1ccc(NC(=O)c2ccc3nc(N4CCOCC4)sc3c2)c(Cl)c1	-6	-2	-10	-1	-5	-6	-1	2	-4
O=C(CCS(=O)(=O)c1ccc(Br)cc1)N1CCN(c2ccccc2)CC1	0	-32	2	-7	33*	4	0	-8	1
Cc1ccc(C(=O)NCC(=O)OC(C)C(=O)NC2CCCc3ccccc32)cc1 (configuration not stated)	11	1	6	-10	10	3	6	-4	1
Cc1cccc(NC(=S)N2CCC(NC(=O)c3ccco3)CC2)c1	1	5	9	3	0	5	-2	-3	6
COc1ccc(/C=C/C(=O)NCCC(=O)N2CCCN(C)CC2)cc1	9	-3	10	9	8	3	-4	6	2
CN(C)/C=C1/C(=O)Nc2ccccc21	-3	-10	6	-6	-7	9	0	11	3
NC(=O)c1ccsc1NC(=O)COC(=O)/C=C/c1ccc([N+](=O)[O-])cc1	12	23	-6	-12	-5	6	-2	-3	-6
CCN(C(=O)c1cn(C)c(=O)c2cc(OC)c(OC)cc12)c1cc(C)ccc1C	1	-3	-3	10	4	2	0	5	-2
O=C(OCC(=O)N1CCc2ccccc21)c1nc(Cl)ccc1Cl	5	-2	2	14	8	8	1	5	-5
COc1cc(CN2CCN(Cc3ccc(C)cc3)C(CCO)C2)cc(OC)c1O (configuration not stated)	27	-31	5	1	-2	8	-3	-8	9
CCC(=O)N1N=C(c2ccc(NS(C)(=O)=O)cc2)CC1c1ccc(C)cc1 (configuration not stated)	-5	5	3	-4	5	8	4	10	-1
COc1ccccc1NC(=O)C(NC(=O)c1ccc(C)cc1)c1ccccc1 (configuration not stated)	-9	-3	-6	-19	-3	6	3	-20	1
COc1cc(OC)nc(Oc2cc(/C=N/O)ccc2OC)n1	1	-12	1	-6	0	12	0	2	-1
CCNc1nc(NCC)n2c(SC(C)C(=O)c3ccc(C)cc3)nnc2n1 (configuration not stated)	8	3	-2	8	2	-7	0	6	-3
O=C(NC1CCN(C(=O)Nc2cccc(Cl)c2)CC1)c1ccccc1	-1	-7	-1	4	-7	-1	1	-5	-4
Cc1ccc(/C=C2\C(=N)N3N=C(CC(=O)N4CCOCC4)SC3=NC2=O)o1	-2	1	2	19	11	12	0	8	-2
CN(C)S(=O)(=O)c1cccc(NC(=S)NC(=O)C2CCCCC2)c1	-2	0	5	-10	-2	7	-3	5	-1
CCOC(=O)C(CCCOc1ccccc1)C(=O)OCC	1	0	-2	9	0	0	-2	12	4
O=C(Nc1ccc(Br)cc1)c1cccc(-n2cnnn2)c1	-2	-12	-7	-4	-7	-2	-5	0	-6
COc1ccc(N2CCN(CC(=O)c3c(C)n(C)c4ccc(OC)cc34)CC2)cc1	12	30	7	-18	x	x	2	-3	-1
Cc1ccc(CCNC(=O)Cc2ccc(NC3=NC4CS(=O)(=O)CC4S3)cc2)cc1 (configuration not stated)	-1	4	3	-14	-5	3	2	-17	0

Complete entries, quoted from the list:
Cc1ccc(CCNC(=O)Cc2ccc(NC3=NC4CS(=O)(=O)CC4S3)cc2)cc1 (configuration not stated) as listed: GSTO1 inh = -1; PREPL inh = 4; LYPLA2 counter = 3; ZTA DNA inh = -14; PAFAH2 FP inh = -5; PAFAH1B3 FP inh = 3; PAD4 FP inh = 2; EBNA-1 inhibitor = -17; LYPLA1 counter = 0
C(=C\c1ccncc1)/c1ccncc1 as listed: GSTO1 inh = -9; PREPL inh = 18; LYPLA2 counter = 4; ZTA DNA inh = -3; PAFAH2 FP inh = 1; PAFAH1B3 FP inh = 2; PAD4 FP inh = -2; EBNA-1 inhibitor = -6; LYPLA1 counter = 3
Cc1cccc(NC(=S)N2CCC(NC(=O)c3ccco3)CC2)c1 as listed: GSTO1 inh = 1; PREPL inh = 5; LYPLA2 counter = 9; ZTA DNA inh = 3; PAFAH2 FP inh = 0; PAFAH1B3 FP inh = 5; PAD4 FP inh = -2; EBNA-1 inhibitor = -3; LYPLA1 counter = 6

Single entries from the entries so far:
COc1cc(OC)nc(Oc2cc(/C=N/O)ccc2OC)n1 | LYPLA1 counter = -1
C(=C\c1ccncc1)/c1ccncc1 | ZTA DNA inh = -3

Further compounds.
SMILES	GSTO1 inh	PREPL inh	LYPLA2 counter	ZTA DNA inh	PAFAH2 FP inh	PAFAH1B3 FP inh	PAD4 FP inh	EBNA-1 inhibitor	LYPLA1 counter
Cc1ccc(S(=O)(=O)N2C(=O)CCC2C(=O)N2CCCCC2)cc1 (configuration not stated)	-4	11	1	1	-1	12	14	-18	0
Cc1cccc(-n2c(C)nc3cc(C(=O)NCC4CCCO4)ccc32)c1 (configuration not stated)	2	-1	1	-11	-6	10	4	-7	-1
COc1cccc(NC(=O)c2cc(-c3ccc(OC)cc3OC)nc3ccccc23)c1	-11	7	-33	3	x	x	9	-12	-18
CCCCOC(=O)C(C)Nc1n[nH]c(=S)[nH]c1=O (configuration not stated)	0	13	-4	-9	x	x	2	-7	2
CC1(C)CC(CC(=O)NNc2nc(-c3ccccc3)cs2)C(=O)O1 (configuration not stated)	-2	4	-4	-8	7	8	-3	3	-3
CNC(=O)c1ccccc1Nc1ccc(SC(F)F)cc1	3	2	6	-2	2	2	1	0	0
CCOC(=O)C1CCN(C(=O)CCc2nnc3ccc(NCCCN4CCCC4=O)nn23)CC1	5	11	7	5	-5	9	2	-8	8
O=C(OCc1cc(=O)n2cc(Br)ccc2n1)c1ccc(Cl)c(S(=O)(=O)NCc2ccccc2)c1	0	7	1	-1	-2	-6	-2	1	-2
COC(=O)C1CCN(C(=O)Cc2ccc(OC)c(OC)c2)CC1	10	-3	0	2	17	0	0	0	-3
O=C(CSC1CC(=O)N(c2ccc(C(=O)O)cc2)C1=O)Nc1ccc(Cl)cc1 (configuration not stated)	0	6	-1	0	2	3	1	-10	-6
COC(=O)c1ccc(O)c(Sc2cc(C(=O)OC)ccc2O)c1	1	7	2	4	13	-2	-2	-4	-3
O=S(=O)(c1ccc(Br)s1)N1CCN(c2ccc(F)cc2)CC1	2	-63	-1	-1	1	-2	-4	-19	-3
CCCCCCCCCn1cc(C(C)=O)c(=O)[nH]c1=O	11	10	-3	9	5	6	-1	-5	-2
O=C(CSc1ccc(F)cc1)NC12CC3CC(CC(C3)C1)C2	11	0	4	-7	-1	4	-4	-5	-2
Cc1occc1C(=O)N(C)Cc1nc(-c2ccc(Cl)cc2)no1	-4	7	-5	-1	-8	1	-4	-10	-3
CCOC(=O)c1cccc(NC(=O)c2cccnc2)c1	6	12	-1	-5	0	2	-3	3	-4
CCOc1ccc(C2(C)CC(=O)N(C)C2=O)cc1 (configuration not stated)	2	1	3	-16	7	9	-2	8	2
CCOc1ccc(N2C(=O)c3ccccc3C2=O)cc1	-6	2	1	21	5	-5	-2	11	0
O=c1c2c(nc3cc(-c4ccccc4)[nH]n13)CCC2	-7	1	-1	4	6	2	2	-8	-2
CCN(CC(=O)NCc1cccs1)C(=O)c1ccc(NS(=O)(=O)c2ccc(F)cc2)cc1	13	0	1	-5	2	4	-5	-8	-1
O=C(Nc1cccc(O)c1)C(Cc1ccccc1)N1C(=O)c2cccc3cccc(c23)C1=O (configuration not stated)	-7	0	-13	7	-29	-19	-7	10	-10
Cc1n[nH]c(=S)n(/N=C/c2ccccn2)c1=O	6	-2	8	-2	2	12	1	2	-2
CCOC(=O)Cc1csc(NS(=O)(=O)c2cccc([N+](=O)[O-])c2)n1	4	-8	9	-4	1	10	-2	0	5
CCN(C(=O)COC(=O)CSc1ccc([N+](=O)[O-])cc1)C1CCS(=O)(=O)C1 (configuration not stated)	0	18	3	5	-2	5	1	4	2
CCOc1ccc(N=c2scc(-c3ccc(OC)cc3)n2CCO)cc1	4	37	7	-6	0	1	-2	3	-3

In a second layout: four of the compounds above
CCOC(=O)C1CCN(C(=O)CCc2nnc3ccc(NCCCN4CCCC4=O)nn23)CC1
  GSTO1 inh: 5
  PREPL inh: 11
  LYPLA2 counter: 7
  ZTA DNA inh: 5
  PAFAH2 FP inh: -5
  PAFAH1B3 FP inh: 9
  PAD4 FP inh: 2
  EBNA-1 inhibitor: -8
  LYPLA1 counter: 8
O=C(OCc1cc(=O)n2cc(Br)ccc2n1)c1ccc(Cl)c(S(=O)(=O)NCc2ccccc2)c1
  GSTO1 inh: 0
  PREPL inh: 7
  LYPLA2 counter: 1
  ZTA DNA inh: -1
  PAFAH2 FP inh: -2
  PAFAH1B3 FP inh: -6
  PAD4 FP inh: -2
  EBNA-1 inhibitor: 1
  LYPLA1 counter: -2
COC(=O)C1CCN(C(=O)Cc2ccc(OC)c(OC)c2)CC1
  GSTO1 inh: 10
  PREPL inh: -3
  LYPLA2 counter: 0
  ZTA DNA inh: 2
  PAFAH2 FP inh: 17
  PAFAH1B3 FP inh: 0
  PAD4 FP inh: 0
  EBNA-1 inhibitor: 0
  LYPLA1 counter: -3
O=C(CSC1CC(=O)N(c2ccc(C(=O)O)cc2)C1=O)Nc1ccc(Cl)cc1 (configuration not stated)
  GSTO1 inh: 0
  PREPL inh: 6
  LYPLA2 counter: -1
  ZTA DNA inh: 0
  PAFAH2 FP inh: 2
  PAFAH1B3 FP inh: 3
  PAD4 FP inh: 1
  EBNA-1 inhibitor: -10
  LYPLA1 counter: -6
